PostGolgi yeast: growth inhibition of a yeast mutant, post-Golgi transport screen; AID 739; post-Golgi transport phenotypic cell assay; inhibition, % at 10 µM; 98,000 compounds, 0.9% hits;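 note: yeast cells grown in 1536-well plates; yeast grown about 18 h at 30C before absorbance read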
LYP act: activators of human LYP (PTPN22) phosphatase. recombinant LYP, DiFMUP fluorescence; 0 = plate median, 100 = signal doubled. activation, % at 2 µM. 96,000 compounds, 0.11% hits. Q9Y2R2;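 active = activation at 2 µM above a set limit, the mean plus 5 SD, cut at about 37% in these data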
CYP2C9 act: CYP2C9 (human) activation; recombinant CYP2C9, luciferin-H conversion, luminescence; active compounds read high; factor 1 = untreated enzyme, 0 = blocked; 96,000 compounds, 1.4% hits; activation factor at 5 µM; P11712;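 active = activation factor of 2 or more for CYP2C9 at a 5 µM dose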;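 note: 0 = sulfaphenazole-blocked wells and 1 = vehicle-only wells; values of inactives mirror those of a sister screen read the other way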
Ecoli WT expand: blocks growth of wild type E. coli BW25113 | OD600 absorbance | AID 710 | growth inhibition, % at 100 µM | 98,000 compounds, 0.15% hits;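 active = growth inhibition above about 50% at one test dose, limit read from the data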;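 note: growth measured after 20 h incubation at 37 °C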
PostGolgi ctrl: inhibits growth of the yeast control strain; efflux-deficient yeast background strain, growth absorbance A615, 16 h; 98,000 compounds, 5% hits; inhibition, % at 10 µM; AID 738
PTPN22 inh 2: inhibitors of human LYP (PTPN22) phosphatase; 96,000 compounds, 0.21% hits; AID 640; Q9Y2R2; recombinant LYP catalytic domain, DiFMUP fluorescence; inhibition, % at 2 µM;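 active = inhibition at 2 µM at or above a set limit, the screen mean plus 3 SD, cut at about 24% in these data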;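 note: 0% = DMSO with enzyme and 100% = enzyme fully blocked by orthovanadate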
CYP2C9 inh: inhibitors of human CYP2C9 | 96,000 compounds, 20% hits | CYP2C9 Supersomes, luciferin-H conversion, luminescence | inhibition, % at 5 µM | P11712;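 active = blocking of liver enzyme CYP2C9 beyond about 50% at 5 µM, limit read from the data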; note: values of inactives mirror those of a sister screen read the other way
hDAT+cocaine: human DAT dopamine uptake with cocaine, either direction; AID 449768; B-score at 10 µM; LLC-PK1 hDAT cells, [14C]-dopamine uptake with cocaine IC80; actives deviate in either direction; 110,000 compounds, 1.3% hits;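 active = Z score or B-score, a plate-position-corrected score, falls beyond the plate's 99.7% confidence bounds, in either direction; inactive = both scores lie inside the 99.7% bounds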;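 note: scored against the spread of the other compound wells on the same plate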
Target sequence (Q01959 whole entry, looked up): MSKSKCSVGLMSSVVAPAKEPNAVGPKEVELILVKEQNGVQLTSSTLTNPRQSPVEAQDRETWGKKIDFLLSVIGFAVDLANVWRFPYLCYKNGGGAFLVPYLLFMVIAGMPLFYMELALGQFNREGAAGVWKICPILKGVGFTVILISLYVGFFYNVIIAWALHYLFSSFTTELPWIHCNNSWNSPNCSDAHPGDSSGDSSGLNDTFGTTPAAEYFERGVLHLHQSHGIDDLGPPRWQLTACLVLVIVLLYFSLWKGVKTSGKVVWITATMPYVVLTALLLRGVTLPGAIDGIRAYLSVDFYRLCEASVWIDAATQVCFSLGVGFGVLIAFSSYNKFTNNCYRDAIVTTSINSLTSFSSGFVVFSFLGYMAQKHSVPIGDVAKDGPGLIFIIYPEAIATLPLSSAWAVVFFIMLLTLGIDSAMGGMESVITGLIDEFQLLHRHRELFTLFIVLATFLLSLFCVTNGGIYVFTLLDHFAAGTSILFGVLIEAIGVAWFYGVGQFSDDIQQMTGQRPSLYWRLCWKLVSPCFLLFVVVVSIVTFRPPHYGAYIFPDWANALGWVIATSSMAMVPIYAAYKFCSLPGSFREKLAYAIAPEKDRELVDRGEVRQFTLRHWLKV
PTK2B oligo ant: Pyk2 (human) oligomerization antagonism | Q14289 | Q293 cells, Pyk2 FERM NanoBiT luminescence; active compounds read low | z-score (the deposit names both 25 µM and 10 µM) | 99,000 compounds, 0.83% hits | AID 1347419;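 active = Z-score of -3 or lower, scaled per plate to the spread of control and sample wells; inactive = z-score above -3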;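 note: negative z-score means lost luminescence so less FERM oligomerization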
Numbers without * were called inactive; / = no result given. Cut-off read from the data, not from the text of the source, unless noted: active = inhibition above about 30%; inactive = the rest. This is a random part of the collection (roughly 24% active in at least one column).

SMILES	PostGolgi yeast	LYP act	CYP2C9 act	Ecoli WT expand	PostGolgi ctrl	PTPN22 inh 2	CYP2C9 inh	hDAT+cocaine	PTK2B oligo ant
C/C(=N\O)c1ccc2c3ccccc3n(C)c2c1	-4	-5	0.5	1	31*	3	55*	-0.72	-0.7
COC(=O)c1sccc1NC(=O)CN(C)NS(=O)(=O)c1ccc([N+](=O)[O-])cc1	-18	0	0.9	9	19	4	12	0.23	-0.26
O=C(COc1ccc2ccccc2c1)N1CCN(c2ccccc2O)CC1	5	3	1.1	0	20	-2	-5	0.9	0.09
COC(=O)c1cc(OC)c(OC)cc1NC(=O)c1ccco1	15	/	0.5	2	-6	/	46	0.38	0.34
Cc1ccc(-n2c(Cc3cccn3C)nnc2SCC(=O)NCc2ccco2)cc1	1	-3	0.9	11	-3	2	12	0.79	-0.68
COc1ccc(-c2nsc3c(N4CCN(C(=O)c5ccco5)CC4)ncnc23)cc1	24	22	0.7	1	20	-24	28	-0.48	-1.8
O=C(Nc1ccc(S(=O)(=O)Nc2cnc3ccccc3n2)cc1)c1ccc(Br)o1	9	-6	1	-6	7	9	2	1.3	1.7
c1ccc2nc3c(nc2c1)CCc1nonc1-3	1	/	0.9	-7	0	/	8	-0.69	0.05
CCCCCSc1nnc(-c2cc(Br)ccc2N)c(=O)[nH]1	1	3	0.4	5	11	-4	60*	-0.33	1.6
COCc1nnc(NC(=O)CCc2ccccc2)s1	-5	2	0.7	4	-3	-4	32	-0.043	0.91
COc1cc(C(=O)Nc2nccs2)cc(OC)c1OC	4	-5	0.6	-1	6	9	42	-0.012	-2.1
CCC(C)c1ccc(NC(=O)CSc2nncn2N)cc1 (centres undefined)	4	1	0.8	-1	9	2	18	-1	2.1
O=c1[nH]c2ccccc2c(=O)n1CCCO	0	4	1.1	-1	5	0	-11	0.79	1.5
CCOC(=O)Nc1ccc(S(=O)(=O)Nn2cnnc2)cc1	-1	-12	0.7	-4	2	13	30	-0.28	-0.07
NC(=O)c1ccc(N2CCCCC2)c(N2C(=O)CCC2=O)c1	9	3	1	0	1	-4	0	1	-0.53
CC(=O)OCCN1C(=O)c2cccnc2C1=O	-4	-4	1.2	4	-3	4	-20	-0.21	0.79
COc1cccc(N=C2SC(C(=O)Nc3ccccc3F)CC(=O)N2C)c1 (centres undefined)	3	-3	0.4	-7	4	0	62*	0.12	0.27
COc1ccc(N=NC2=C(O)CC(C)(C)CC2=O)c(OC)c1	/	-4	/	/	/	3	/	-0.4	-2
COc1ccnc(Oc2ccc(C)cc2)c1C#N	1	-10	1	-6	-7	12	-2	-0.075	0.94
Cc1nnc(SCC(=O)NCc2ccc3c(c2)OCO3)s1	3	-20	0.8	0	17	18	16	-0.61	0.35
O=C(CCCCn1c(=S)[nH]c2ccsc2c1=O)NCc1ccco1	3	7	0.3	3	2	-9	67*	0.23	0.23
Cc1ccccc1/C(N)=N/OC(=O)N1c2ccccc2Sc2ccccc21	-2	4	0.8	17	3	0	23	/	-0.09
O=C(O)CCc1c(C(=O)O)[nH]c2ccccc12	-1	1	0.5	0	2	-3	54*	-0.15	-1.2
Cc1cc(C)cc(OCC(=O)Nc2ccccc2N2CCCCC2)c1	3	-1	0.6	-7	4	2	39	-1.4	-0.9
NC(=O)c1ccccc1NC(=O)NC1CCCCC1	/	4	/	/	/	-2	/	0.59	-0.07
Other results follow.
SMILES	PostGolgi yeast	LYP act	CYP2C9 act	Ecoli WT expand	PostGolgi ctrl	PTPN22 inh 2	CYP2C9 inh	hDAT+cocaine	PTK2B oligo ant
C/C(Nc1ccc(F)cc1)=C(/C#N)C(N)=O	1	-8	1.2	12	8	6	-24	-0.48	0.25
COc1cc2[nH]c(=O)n(CCCCCC(=O)NCCCN3CCCC3=O)c(=O)c2cc1OC	-6	13	1.2	-4	4	-9	-16	-0.17	-0.22
COc1cc(C)c(Cl)cc1S(=O)(=O)n1cnc2ccccc21	8	-9	0.8	-13	8	12	21	-0.0034	0.31
CCn1c(SCC(=O)Nc2ccc3c(c2)OCO3)nc2c1c(=O)n(C)c(=O)n2C	-1	6	0.6	-4	0	-7	37	0.76	0.54
Fc1ccccc1Nc1nc2ccccc2n2nnnc12	3	-8	0.9	-4	51*	5	5	-0.77	/
Cc1cc(NC(=O)Cn2c(C)nc3ccccc3c2=O)ccc1Br	-3	8	0.4	10	25	-5	60*	-0.76	-0.19
CN(C)S(=O)(=O)c1ccc2c(c1)C(CC(=O)O)NC2=O (centres undefined)	-4	2	0.8	9	-3	-4	16	-0.34	-0.04
CCOCCCNC(=O)C1CC(=O)N(C2CCCC2)C1 (centres undefined)	-6	7	1	8	5	-11	1	-0.26	0.64
Cc1nc(SCC(O)CO)c([N+](=O)[O-])[nH]1 (centres undefined)	-6	8	0.9	6	6	-5	12	0.63	0.12
CCCCOC(=O)c1ccc(NC(=O)c2cc(Cl)ccc2OC)cc1	-10	-3	2.5*	-5	21	8	-148	0.4	-0.29
Cc1ccc(N2CCN(S(=O)(=O)N3CCCCCC3)CC2)cc1Cl	31*	4	0.6	-3	0	-5	37	0.055	-0.87
c1csc(-c2csc3ncnc(NCCCN4CCOCC4)c23)c1	-14	-2	0.9	0	26	1	15	-0.24	0.98
Oc1c(/C=N/c2ncn[nH]2)ccc2ccccc12	1	4	0.9	16	4	-6	13	-0.21	0.14
CN(C)c1ncc(S(=O)(=O)c2ccc(Cl)cc2)c(-c2ccc(Cl)cc2Cl)n1	2	-14	0.6	-8	49*	17	38	/	0.45
CC1(C)CC(=O)C2=C(C1)Nc1ccccc1NC2c1cccnc1 (centres undefined)	/	/	1.1	/	/	/	-6	-0.029	-0.29
CCN1C(=O)c2ccccc2S(=O)c2ccc(C(=O)NC3CC3)cc21 (centres undefined)	-19	0	1	5	-2	-2	4	-0.78	/
Cc1cc(=O)n(CCCO)c(O)c1C#N	7	-10	0.8	-6	19	7	20	-0.36	0.03
Cc1ccc(C(=O)NNC(=O)C2CCCN(c3ncccn3)C2)cc1 (centres undefined)	11	11	0.9	2	1	-6	9	6.6*	-0.32
CCC(=O)Nc1cccc(NC(=O)CSc2nnc(C3CC3)n2C)c1	-6	-7	1.1	10	1	6	-7	-0.15	0.92
CCn1c(SCC(=O)Nc2ccccc2C(=O)OC)nnc1-c1ccc(N)cc1	-4	-6	0.8	4	5	4	16	0.014	-1
CCCC(=O)Nc1ccc(C(=O)Nc2cc(C(F)(F)F)ccc2Cl)cc1	-3	-3	1.5	-10	15	8	-48	-0.77	-0.05
CCN(c1nc(C)cc(OC)n1)S(=O)(=O)c1ccccc1	0	1	0.8	4	28	-4	20	-1.7	-0.25
COC(=O)c1ccccc1NC(=O)CN1CCC(NC(=O)c2ccccc2C)CC1	17	1	0.5	2	7	-3	54*	0.0096	-0.39
O=C(Cn1nnc(-c2ccc(Cl)cc2)n1)NCC1CCCCC1	-4	3	0.7	0	5	-2	33	0.67	-0.49
Cc1ccc(NC(=O)NCCCc2ccccc2)cc1	-3	-2	0.8	-1	9	4	24	-0.75	-0.77
Next results:
SMILES	PostGolgi yeast	LYP act	CYP2C9 act	Ecoli WT expand	PostGolgi ctrl	PTPN22 inh 2	CYP2C9 inh	hDAT+cocaine	PTK2B oligo ant
O=S1(=O)C=CC(Nc2cccc(Cl)c2)C1 (centres undefined)	8	10	0.3	10	1	-13	71*	-0.4	-1
CCOC(=O)c1[nH]c2ccc(F)cc2c1NC(=O)CN1CCc2cc(OC)c(OC)cc2C1	2	4	0.2	-8	7	-6	81*	/	/
COc1ccc(NC(=O)c2ccc(-n3cccn3)nc2)c(OC)c1	-20	4	1	-5	10	-2	2	0.01	0.54
COc1ccc(CCNC(=O)Cn2nnc(-c3ccc(N4CCOCC4)cc3)n2)cc1OC	1	-2	0.7	-1	2	1	28	0.22	0.47
CCOC(=O)C1=C(N)Oc2cc(C)n(CCc3ccc(OC)c(OC)c3)c(=O)c2C1c1cccnc1 (centres undefined)	3	6	0.7	-3	-5	-8	26	0.84	0.96
O=C(Cc1ccc(S(=O)(=O)N2CCOCC2)s1)NCC1CCCCC1	-5	-12	0.9	0	5	11	13	-0.2	0.03
CCCC(=O)Nc1ccccc1NC(=O)C1CCCCC1	3	-12	1	4	9	11	4	-0.56	1
CCN(CC)c1ccc(C2C(C(=O)OCCOC)=C(C)NC3=C2C(=O)CC(C)(C)C3)cc1 (centres undefined)	6	3	0.8	6	-5	-6	19	0.51	0.76
Cn1c(=O)cc(SCC(=O)Nc2ccc3c(c2)OCO3)c2ccccc21	-1	10	1.7	-4	6	-13	-68	0.42	1.1
Nc1ccc(OCc2ccccc2)cc1	-1	-3	/	10	7	0	/	-0.76	/
Cc1cccc(OCc2nnc3n2CCCCC3)c1	5	6	1.2	1	12	-8	-16	0.83	0.37
Cc1nn(-c2ccccc2)c2c1C1(C(=O)N(C)c3ccccc31)C(C#N)=C(N)O2 (centres undefined)	-5	6	0.4	-7	20	-8	56*	-0.51	-1.4
Cc1ccc(-c2nn[nH]n2)cc1	3	-11	1	-6	-5	9	2	-8.2*	0.13
O=C(O)C1CCCN1S(=O)(=O)c1ccc2[nH]c(=O)c(=O)[nH]c2c1 (centres undefined)	5	3	1.1	-8	13	-6	-11	-0.073	0.53
COC(=O)C1=C(C)NC(=S)N(C(C)=O)C1c1ccccc1 (centres undefined)	/	-3	/	/	/	-2	/	0.24	-0.6
CCc1cc2c(CN3CCN(CCO)CC3)cc(=O)oc2cc1O	-6	-5	1.3	1	10	4	-35	1.6	0.61
CCCC1(C(=O)OCC)NC(c2ccc(N(C)C)cc2)C2C(=O)N(c3ccc(OCC)cc3)C(=O)C21 (centres undefined)	2	0	0.5	-4	16	0	50	-0.33	1.5
CCOc1ccc(Cn2nnc(C(=O)NCc3ccc(OC)cc3)c2N)cc1	2	6	1.1	-4	2	-8	-10	-0.29	/
CSc1ccc(C2C(C#N)=C(N)Oc3cc4c(cc32)OCO4)cc1 (centres undefined)	2	0	0.8	0	4	-5	23	-0.19	-0.46
CCn1ncc([N+](=O)[O-])c1C(=O)N1CCCC1	-3	8	1.1	5	1	-5	-13	-0.51	0.93
O=C(c1cccs1)N1CCC(c2ccccc2)C1 (centres undefined)	3	7	0.2	5	4	-7	81*	-0.15	-0.5
CCN1CCc2nc(NC(=O)C(c3ccccc3)c3ccccc3)sc2C1	-4	0	0.9	-5	1	-4	13	-0.19	0.28
CCCCC(=O)Nc1ncc2c(n1)CC(C)(C)CC2=O	9	2	0.9	-3	4	-5	9	-1.7	0.24
COc1cc(SC)ccc1C(=O)NCc1ccc(C)cc1	44*	0	1.2	9	24	2	-17	2	-1.6
CSc1ccc(Cn2nnc(C(=O)NCc3ccccc3)c2N)cc1	-6	-2	0.8	-6	-1	1	17	-0.36	/
O=C(CSc1nnc(-c2cc3ccccc3cc2O)n1Cc1ccco1)c1ccc(F)cc1	-3	-10	0	-18	80*	9	100*	-0.31	-0.76

Compound profiles, from the list above. Screens in order: PostGolgi yeast	LYP act	CYP2C9 act	Ecoli WT expand	PostGolgi ctrl	PTPN22 inh 2	CYP2C9 inh	hDAT+cocaine	PTK2B oligo ant
`O=C(c1cccs1)N1CCC(c2ccccc2)C1` (centres undefined) is entered as 3	7	0.2	5	4	-7	81*	-0.15	-0.5
`Nc1ccc(OCc2ccccc2)cc1` is entered as -1	-3	/	10	7	0	/	-0.76	/
`CCCCC(=O)Nc1ncc2c(n1)CC(C)(C)CC2=O` is entered as 9	2	0.9	-3	4	-5	9	-1.7	0.24
`CCCC(=O)Nc1ccccc1NC(=O)C1CCCCC1` is entered as 3	-12	1	4	9	11	4	-0.56	1

Screening data from PubChem.
